# Screening data: PubChem, several laboratories
# TcdB inh = inhibitors of Clostridioides difficile toxin B glycohydrolase; 350,000 compounds, 0.24% hits; P18177; inhibition, % at 9.99 µM; AID 652162; TcdB glycohydrolase enzymatic assay, plate reader; in the data active = inhibition above about 10%
# PfHsp40 rescue = rescue of PfHsp40-mediated yeast toxicity | growth rescue, % at 12.5 µM | 340,000 compounds, 0.68% hits | S. cerevisiae expressing PfHsp40, growth rescue, ATP luminescence | AID 504582; in the data active = growth rescue above about 28%, passing the limit was not always enough; inconclusive = no clear call, values can overlap the other calls;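 note: yeast W303a lacking pdr1 and pdr3 grown in galactose medium; growth measured after three days at 30 °C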
# Anthrax LF prot = inhibitors of Bacillus anthracis lethal factor protease | inhibition, % at 10 µM | multiplex microsphere protease cleavage assay, LF | AID 588501 | P15917 | 360,000 compounds, 0.12% hits; note: plate controls were buffer without enzyme for full effect and enzyme alone for no effect
# FadD28 binding = inhibitors of Mycobacterium tuberculosis FadD28 bisubstrate binding; FadD28 bisubstrate probe binding, fluorescence polarization; AID 588549; 360,000 compounds, 0.22% hits; inhibition, % at 12.5 µM; in the data active = inhibition above about 8.5%, passing the limit was not always enough; inconclusive = no clear call, values can overlap the other calls
# Y pestis TopoI = inhibitors of Yersinia pestis topoisomerase I; activity, % at 10 µM; 360,000 compounds, 0.064% hits; Y. pestis Topo-I cleavage product accumulation, plate reader; in the data active = activity above about 50%, passing the limit was not always enough; inconclusive = no clear call, values can overlap the other calls; note: inactives centre near 2
# BoNT A protease = blocks Botulinum neurotoxin A light chain protease | AID 588499 | inhibition, % at 10 µM | 360,000 compounds, 0.17% hits | multiplex microsphere protease substrate cleavage, flow cytometry; note: plate controls were buffer without enzyme for full effect and enzyme alone for no effect
# CCHF vOTU inh = CCHFV vOTU protease inhibition | inhibition, % at 11.5 µM | 370,000 compounds, 0.55% hits | AID 651958 | Pep-AMC fluorescence; in the data active = inhibition above about 30%; note: 0% = vehicle wells with enzyme and 100% = no enzyme wells
# BoNT-F LC inh = BoNT F light chain protease inhibition | inhibition, % at 10 µM | Multiplex microsphere protease cleavage assay, flow cytometry | 360,000 compounds, 0.22% hits; in the data active = inhibition above about 35%, passing the limit was not always enough; inconclusive = no clear call, values can overlap the other calls; note: plate controls were buffer without enzyme for full effect and enzyme alone for no effect
# PrPC TRFRET = inhibitors of human cell surface prion protein PrPC. inhibition, % at 13.8 µM. AID 720596. 370,000 compounds, 0.43% hits. TR-FRET read-out. P04156; in the data active = inhibition above about 24%; note: 0% = median of the test wells and 100% = reference compound wells
# * marks the source's active call; other numbers are inactive results; ? = inconclusive; / = no result given; & = joins results of further samples. Cut-off read from the data, not from the text of the source, unless noted: active = inhibition above about 30%; inconclusive = no clear call, values can overlap the other calls; inactive = below that. Random draw from the library; 2.3% or so of the library scored in one or more.
SMILES,TcdB inh,PfHsp40 rescue,Anthrax LF prot,FadD28 binding,Y pestis TopoI,BoNT A protease,CCHF vOTU inh,BoNT-F LC inh,PrPC TRFRET
Cc1nnc(SCC(=O)N2CCN(S(=O)(=O)c3ccc(Cl)cc3)CC2)[nH]c1=O,/,-1.0,0,-1.1,-7,0.1,-9,7,-1
COc1ccc(C(C)(NC(C)=O)c2nc(-c3cccc(C(F)(F)F)c3)cs2)cc1 (stereo not drawn),-0.7,/,-1,-0.8,25,-0.6,27,2,9
COc1ccc(Nc2nnc(SCC(=O)N3CC(=O)Nc4ccccc43)s2)cc1,0.2,-1.8,-1,-0.9,1,0.2,4,-1,0
COc1ccc2[nH]cc(CCNC(=O)Nc3ccccc3C)c2c1,0.7,0.4,4,-1.4,-4,1.9,11,30,-3
COc1ccc(-n2c(CN3CCC(C(N)=O)CC3)nc3ccc([N+](=O)[O-])cc3c2=O)c(OC)c1,-1.8,-1.5,-8,-2.0,-7,-0.9,12,-5,-42
O=C(CSc1nnc(COc2ccc(Cl)cc2)o1)N1CCCC1,1.2,0.7,1,/,-1,0.1,5,3,0
CCN1C(=O)[C@H]2[C@@H](c3ccc(OC)cc3)N[C@]3(CCCN(Cc4ccc(C(F)(F)F)cc4)C3=O)[C@H]2C1=O,0.6,/,-9,-4.9,5,-0.9,-2,-7,-2
CCN(CC)C(=O)c1cccc(-c2csc(C(O)c3cccc(Cl)c3)n2)c1 (stereo not drawn),0.0,/,2,-3.6,16,-0.4,6,-7,3
Cn1c(C(=O)N2CCN(c3nc4ccccc4s3)CC2)cc2sccc21,/,-1.0,-4,-2.8,0,0.0,-5,-3,-9
CCOc1ccc(Cn2ccnc2)cc1[N+](=O)[O-],/,-0.7,2,-0.4,6,0.1,8,-3,-4
COc1ccc(NC(=O)COC(=O)CCNS(=O)(=O)c2ccc(Cl)cc2)cc1,1.2,1.2,-1,0.4,10,0.5,4,-4,-3
Cc1nnc(SCC(=O)Nc2nccs2)n1N,0.7,0.1,0,-0.9,3,0.3,-2,3,-5
CCCCC(=O)OCc1c(-c2cccc(OC)c2)ncc2ccccc12,-0.3,2.4,-7,-17,-2,-0.3,18,-6,-5
O=C(Cn1[nH]c(=O)c2ccccc2c1=O)NC1CCN(Cc2ccccc2)CC1,/,-0.4,-1,-4.9,-2,-2.2,-5,0,0
CCn1cc(CNC(=O)c2ccc3nc(Cc4ccccc4F)oc3c2)cn1,-0.9,0.0,0,-3.0,3,0.5,12,4,10
CCCCN(C(=O)c1ccc(C#N)cc1)c1c(N)n(CCC)c(=O)[nH]c1=O,1.7,0.2,-2,-2.6,-4,-3.7,-12,0,-1
Cc1occc1C(=O)Nc1cc(=O)n(C)c(=O)n1C,/,-0.2,0,-1.3,-2,0.0,14,0,-4
CC1=C(C(=O)N2CCOCC2)CC(CC(=O)NCc2ccco2)C(=O)N1CCC1=CCCCC1 (stereo not drawn),0.1,/,-4,-4.8,0,-0.3,12,-1,-7
COC(=O)C1=C(C(=O)OC)C(c2ccccc2O)c2sc(=O)[nH]c2S1 (stereo not drawn),-4.1,-1.5,-3,0.8,-1,-0.8,-2,-8,-18
CC(C)CC(=O)NC(=S)Nc1ccc(S(=O)(=O)NC(C)(C)C)cc1,-0.3,1.0,0,-0.7,10,-0.4,9,-10,16
Cc1ccc(S(=O)(=O)NCCCNC(=O)N2CCOCC2)cc1,/,0.0,-16,2.2,-12,-1.3,-2,-10,3
COc1cccc(-n2c(SCC(=O)N3c4ccccc4CC3C)nnc2-c2ccco2)c1 (stereo not drawn),/,0.0,0,-1.0,1,-0.3,8,0,6
C[C@H](CO)N1C[C@H](C)[C@@H](CN(C)S(=O)(=O)c2cccs2)Oc2ccc(NC(=O)CCC(F)(F)F)cc2C1=O,-0.9&5.5,-0.5,2,-1.3,2,0.3,5,0,-3
CCCC(NS(=O)(=O)c1ccc(OC)cc1)C(=O)O (stereo not drawn),/,-0.7,-8,-3.3,-4,3.0,0,4,-2
CC1(C(=O)NCC2CC2)CCN1C(=O)C1(c2ccc(Cl)cc2)CC1 (stereo not drawn),0.0,/,4,-2.2,4,0.5,6,-7,-9
O=C(NCC(=O)N1CCN(Cc2ccccc2)CC1)c1cccs1,0.3,-0.6,-4,-0.1,9,0.0,-4,0,-3
Cc1ccc(S(=O)(=O)N(C)C)cc1NC(=O)CCc1ccccc1,1.4,-0.9,8,-1.3,1,0.7,-8,5,0
N#C/C(=C\Nc1ccc(Cl)cc1)S(=O)(=O)c1ccccn1,-0.3,-0.2,-6,-1.1,5,?,7,?,12
CN(Cc1c(F)cccc1Cl)C(=O)CNC(=O)c1sc2ccccc2c1Cl,0.9,-0.1,-4,-1.7,6,2.8,-5,-3,5
COc1cccc2c(C)c(C(=O)O)[nH]c12,/,-0.3,-3,15*,3,-0.3,12,3,1
C=CCOc1ccc(/C=N/NC(=O)c2cc3c(OC)cc(OC)cc3[nH]2)cc1,0.4,1.5,-8,-3.6,7,-2.6,4,-12,9
CC1(C)SC[C@H](C(=O)Nc2cccc(Cl)c2)N1C=O,-0.8,0.5,15,-0.7,7,?,6,?,-5
CC(C)N=C(NC#N)SCc1ccc(Br)cc1,/,0.9,-1,-0.9,1,1.1,3,8,13
O=C(O)c1ccc(S(=O)(=O)N2CCCC2)cc1,1.7,0.7,-6,0.3,2,-0.9,2,17,-3
COc1cc(C=O)c(Br)cc1OCC(=O)NCc1ccccc1,-0.8,-2.3,2,-1.8,-6,-0.1,5,1,0
Cc1ccc(S(=O)(=O)N(C)c2ccc(OCC(=O)Nc3ccc(C(=O)N(C)C)cc3)cc2)cc1C,1.8,0.5,4,-0.5,32,0.0,1,-6,0
CCP(=O)(CC)C(C)(C)CP(=O)(c1ccccc1)c1ccccc1,0.7,-0.7,0,2.8,-4,-0.9,1,-11,3
COCC1CCCCC1OS(N)(=O)=O (stereo not drawn),1.3,0.5,0,-3.3,-3,-0.1,2,0,2
O=C(CN1C(=O)c2ccccc2C1=O)NCCc1c[nH]c2ccc(Cl)cc12,-0.5,0.7,0,-0.6,-3,-0.1,-1,1,-1
COC(=O)c1ccc(OC)c(-c2c(OC)cc(OC)cc2OC)c1,3.0,-0.7,1,2.4,-6,0.1,-10,-2,-4
CCN(CC)c1ccc(NC(=O)c2nc3nc(C)cc(C(F)F)n3n2)cc1,-18,-0.1,-12,-2.0,-5,0.6,11,-13,-8
COc1ccc(OC)c(C(C)NC(C)=O)c1 (stereo not drawn),/,0.7,-3,-1.6,1,-4.5,-6,-5,-3
CCCNC(=O)C(=O)N/N=C/c1cccs1,1.0,0.6,3,2.5,4,0.9,-4,3,-5
CC(=O)N1N=C(c2cccc([N+](=O)[O-])c2)OC1c1ccc(Br)cc1 (stereo not drawn),1.2,-0.3,4,-0.9,-3,-1.0,-15,-2,-20
CCc1nc2c(OCC(=O)c3ccc(Cl)cc3Cl)cccn2c1N(C)C(=O)c1ccncc1,0.5,/,-7,-4.0,0,-1.0,-1,-5,4
CCOc1ccc(/C(C)=N\NC(=O)Cc2ccccc2)cc1,0.9,0.2,3,-0.7,8,0.2,0,-23,1
COc1cccc(C2Nc3ccc4ccccc4c3C3=C2C(=O)CCC3)c1O (stereo not drawn),0.4,-1.0,5,-2.0,1,0.8,-8,4,-2
COc1ccccc1Cn1c(=S)[nH]c2cc(C(=O)NCCN3CCOCC3)ccc2c1=O,/,-0.2,-3,-3.2,10,-0.3,-22,-10,0
CCCCn1c(=O)c(C=Nc2cccnc2Cl)c(O)n(CCCCl)c1=O,-1.2,-0.4,-2,-1.7,2,-0.2,11,-6,1
N#CCc1c(C#N)c(N)nc(N2CCOCC2)c1C#N,-1.8,-0.9,-4,-0.4,7,-0.3,-4,0,4
COc1ccc(-c2nnc3ccc(SCC(=O)NCc4ccco4)nn23)cc1,/,-0.5,3,0.7,11,-0.4,9,7,-14
CCOC(=O)N1CCN(C(=O)c2cccc(OC)c2O)CC1,/,0.6,-10,-0.7,-12,-0.2,-12,-1,4
CCOc1ccccc1NC1=C(Cl)C(=O)N(c2ccc(OC)cc2)C1=O,/,0.0,-2,-0.4,-3,1.7,2,3,9
Cc1ccc(-c2c(C#N)c(N)nc3c2CCCCC3)cc1,/,0.2,-6,0.9,10,-0.7,-3,0,13
O=C(NNC(=O)c1ccccc1-c1ccccc1C(=O)O)c1cccc([N+](=O)[O-])c1,1.0,-0.8,-1,0.3,-5,-1.4,1,-11,-10
COc1ccc(-n2cc(-c3ccccc3)c3c(NCCOCCO)ncnc32)cc1,0.2,0.4,3,1.3,17,0.0,-12,15,-3
Cc1cccc(OCC(=O)NCC(=O)N/N=C/c2ccc(N(C)C)cc2)c1,1.1,-1.5,2,-0.9,-7,1.2,0,-5,3
Cc1c(Cc2ccccc2)c(=O)oc2cc(OC(C)C(=O)NCC3CCC(C(=O)O)CC3)c(Cl)cc12 (stereo not drawn),1.2,1.6,-2,-0.8,16,-0.7,-13,-5,-1
COc1cc2c(cc1NC(=O)CSc1nc3ccccc3[nH]1)oc1ccccc12,/,1.9,-6,-2.7,2,-2.4,/,-20,/
CCN(CC(=O)Nc1c(F)cccc1F)C(=O)c1cc([N+](=O)[O-])ccc1N1CCOCC1,-2.7,-0.4,?,-3.8,-2,?,1,?,-10
# Remaining list, next part:
SMILES,TcdB inh,PfHsp40 rescue,Anthrax LF prot,FadD28 binding,Y pestis TopoI,BoNT A protease,CCHF vOTU inh,BoNT-F LC inh,PrPC TRFRET
Cc1ccc2nc(NC(=O)CN(C)S(=O)(=O)c3ccc(Br)s3)sc2c1,/,12,-3,-2.1,-1,-0.4,1,-1,-4
O=CN1CCN(C(=O)CC(c2ccccc2)c2cc(Br)ccc2O)CC1 (stereo not drawn),1.2,0.3,-12,-2.2,-3,-3.2,10,?,8
CC(C)OC(=O)CSc1nc(N)c(C#N)c(-c2cccs2)c1C#N,/,1.0,2,-5.4,1,0.9,-5,1,8
Cc1cccnc1NC(=O)c1ccccc1NC(=O)C(C)(C)C,/,0.0,-10,-0.3,8,-1.1,6,-9,4
C=COCCNC(=S)N1CCOCCOCCN(C(=S)NCCOC=C)CCOCC1,/,-1.0,1,0.4,6,-0.7,-1,-4,3
CC(=O)Nc1c(C(=O)NCc2ccccc2)nnn1Cc1ccccc1,/,1.2,3,-0.2,-2,0.2,14,-13,4
COc1ccc(-c2cc(C(=O)Nc3cc(C)nn3-c3ccccc3)no2)cc1OC,1.2,0.0,2,-1.6,1,-1.2,3,2,6
O=C(COC(=O)c1cc([N+](=O)[O-])ccc1N1CCOCC1)Nc1ccc(Cl)cn1,0.5,-2.6,-2,-5.5,3,0.4,11,5,18
Cc1cc2nc(C(C)(C)C)c(Cc3cccc(F)c3)n2c(C)c1Br,0.5,/,5,-3.1,/,0.3,-9,0,-5
Cc1ccnc(NC(=O)COC(=O)c2ccc(F)cc2F)n1,1.8,-2.5,0,1.0,7,0.3,1,-7,-3
Cc1ccc(Cn2nc(C)c(C(=O)NCC(c3cccs3)N3CCOCC3)c2Cl)cc1 (stereo not drawn),1.7,-0.4,0,-0.3,24,1.8,7,0,2
COCC1CCCCN1C(=O)c1ccc(OC2CCN(CCc3ccccc3)CC2)cc1 (stereo not drawn),-0.4,2.1,-1,-0.2,13,0.6,8,-4,-4
Oc1ccc(Cc2ccccc2)c2cccnc12,0.8,/,-3,-3.5,-5,0.1,10,-6,-3
CCOc1ccc(NS(=O)(=O)c2ccc(OCC)c3ncccc23)cc1,/,1.0,-1,-1.9,0,0.1,1,1,13
O=C(Cn1ccc2ccccc2c1=O)NCC1COc2ccccc2O1 (stereo not drawn),/,-0.9,2,-2.4,0,-0.3,20,2,-5

# Looked up above.
# Entry of Cn1c(C(=O)N2CCN(c3nc4ccccc4s3)CC2)cc2sccc21 under PrPC TRFRET: -9
# Entry of Cc1ccnc(NC(=O)COC(=O)c2ccc(F)cc2F)n1 under FadD28 binding: 1.0
# Entry of CCCCC(=O)OCc1c(-c2cccc(OC)c2)ncc2ccccc12 under BoNT-F LC inh: -6
